Compound activity as filed in PubChem BioAssay.
RPL19A-GFP yeast: alters RPL19A-GFP fluorescence in TOR pathway yeast screen. 0.3% of 330,000 active. S. cerevisiae RPL19A-GFP strain, flow cytometry, 3 h; stronger effect = lower value. percent response vs DMSO, % at 10 µM;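 active = percent response vs DMSO below 50%; inconclusive = fewer than 70 events counted for the yeast strain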;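 note: median channel GFP fluorescence of the barcoded RPL19A-GFP strain; ratio of sample median GFP to plate DMSO average so 100% = DMSO; lower means less RPL19A-GFP as with rapamycin TOR inhibition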
MEP2-GFP yeast: modulators of TOR pathway MEP2-GFP in S. cerevisiae; 0.51% of 330,000 active; S. cerevisiae MEP2-GFP strain, flow cytometry GFP, 3 h; 100% = DMSO control level; GFP response vs DMSO, % at 10 µM; AID 2016;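 active = GFP response versus DMSO above a set limit, roughly screen mean plus 3 SD, cut at about 180% in these data; inconclusive = fewer than 70 cells counted for a yeast strain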;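 note: median GFP fluorescence of the barcode-gated MEP2-GFP cells per well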
CIT2 TOR yeast: yeast TOR pathway CIT2-GFP modulation; S. cerevisiae CIT2-GFP strain, flow cytometry, 3 h; 100 means same as DMSO wells; GFP response vs DMSO, % at 10 µM; 0.065% of 320,000 active;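 active = GFP response relative to DMSO above a set limit, near the screen mean plus 3 SD, cut at about 150% in these data; inconclusive = Fewer than 70 cells measured for a yeast strain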;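 note: ratio of well median GFP fluorescence to mean of DMSO wells on the plate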
LAP4 TOR yeast: yeast TOR pathway LAP4-GFP modulation; S. cerevisiae LAP4-GFP multiplex, flow cytometry GFP, 3 h; median GFP as percent of DMSO wells; GFP response vs DMSO, % at 10 µM; 0.34% of 320,000 active;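 active = GFP response vs DMSO above a set limit, about the screen mean plus 3 SD, cut at about 150% in these data; inconclusive = under 70 cell events counted for the yeast strain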
JMJD2C inh: human JMJD2C demethylase inhibition | Q9H3R0 | GST-JMJD2C(1-420) H3K9me3 demethylation, DELFIA europium | inhibition, % at 2.35 µM | 0.069% of 330,000 active | AID 2099;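 active = more than half of a compound's replicate wells show inhibition beyond 50%, single wells judged on their own value; inconclusive = some, but no more than half, of replicates pass 50% inhibition; inactive = no replicate passes 50% inhibition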;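 note: signal counts dimethyl H3K9 product captured on neutravidin plate; 0% = median of DMSO wells and 100% = 0.3 times that DMSO median; strong numbers were not always called active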
AGP1 TOR yeast: alters AGP1-GFP fluorescence in TOR pathway yeast screen. S. cerevisiae AGP1-GFP multiplex flow cytometry, 3 h; GFP as percent of DMSO wells. 0.02% of 320,000 active. GFP response vs DMSO, % at 10 µM;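 active = GFP response relative to DMSO above a set limit, near screen average plus 3 SD, cut at about 150% in these data; inconclusive = fewer than 70 cells counted for the yeast strain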;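 note: median GFP channel fluorescence of the gated AGP1 strain per well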
GRK2 aptamer HTS: blocks RNA aptamer binding to human GRK2. bead flow cytometry, FAM-aptamer displacement from GRK2. inhibition of aptamer binding, % at 10 µM. 0.59% of 330,000 active. AID 488847;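 active = inhibition of aptamer binding above 40%, roughly 3 SD of noise, on plates passing a quality check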;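 note: median bead fluorescence of bound FAM aptamer so fluorescent compounds give negative values; no value below 0 was filed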
VLA-4 inh: inhibition in a human VLA-4 binding assay. AID 2557. inhibition, % (about 7 µM as worked out from the volumes in the protocol). 0.2% of 330,000 active. VLA-4 expressing cells, ligand binding flow cytometry; in the data active = inhibition above about 50%
Target sequence (P13612 whole entry, looked up): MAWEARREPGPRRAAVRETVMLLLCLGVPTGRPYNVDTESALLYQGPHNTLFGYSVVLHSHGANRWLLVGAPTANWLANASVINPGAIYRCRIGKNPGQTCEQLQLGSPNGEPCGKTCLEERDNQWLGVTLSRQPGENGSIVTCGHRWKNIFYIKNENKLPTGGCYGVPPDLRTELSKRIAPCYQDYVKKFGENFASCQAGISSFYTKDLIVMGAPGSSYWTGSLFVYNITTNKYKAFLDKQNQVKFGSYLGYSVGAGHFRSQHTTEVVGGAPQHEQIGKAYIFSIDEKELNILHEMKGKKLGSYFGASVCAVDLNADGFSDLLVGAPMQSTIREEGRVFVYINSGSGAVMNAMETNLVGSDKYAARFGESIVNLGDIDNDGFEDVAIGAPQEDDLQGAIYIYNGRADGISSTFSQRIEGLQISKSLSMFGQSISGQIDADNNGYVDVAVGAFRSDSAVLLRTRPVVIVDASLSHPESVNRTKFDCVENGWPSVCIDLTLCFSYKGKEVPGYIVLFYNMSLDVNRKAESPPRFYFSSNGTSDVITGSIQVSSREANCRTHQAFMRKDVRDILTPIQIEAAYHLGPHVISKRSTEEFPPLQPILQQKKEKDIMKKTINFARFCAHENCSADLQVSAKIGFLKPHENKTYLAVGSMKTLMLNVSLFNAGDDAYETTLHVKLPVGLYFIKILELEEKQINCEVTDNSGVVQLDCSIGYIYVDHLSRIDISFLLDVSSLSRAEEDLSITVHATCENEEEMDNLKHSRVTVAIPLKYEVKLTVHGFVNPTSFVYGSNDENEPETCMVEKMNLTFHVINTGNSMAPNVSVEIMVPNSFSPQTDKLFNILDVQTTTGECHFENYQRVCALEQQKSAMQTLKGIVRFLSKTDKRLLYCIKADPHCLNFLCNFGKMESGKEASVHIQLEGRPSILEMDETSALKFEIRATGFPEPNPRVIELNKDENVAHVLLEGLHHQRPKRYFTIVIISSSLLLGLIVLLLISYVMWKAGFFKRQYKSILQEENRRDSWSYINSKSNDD
An asterisk follows results filed as active; ? = inconclusive; / = not tested or not shown; & = joins results of further samples; [ ] = remark or other dose. No enrichment for hits. Share with any hit: about 1.7%.

Preview:
SMILES	RPL19A-GFP yeast	MEP2-GFP yeast	CIT2 TOR yeast	LAP4 TOR yeast	JMJD2C inh	AGP1 TOR yeast	GRK2 aptamer HTS	VLA-4 inh
C=CCNC(=S)N/N=C/c1ccc(-c2ccc(Cl)cc2Cl)o1	100	105	102	112	1	102	2	-8
CC(=O)N(C)c1ccc(NC(=O)Cc2cccc3ccccc23)cc1	97	97	94	106	-1	104	2	13

Results, previewed entries included:
SMILES	RPL19A-GFP yeast	MEP2-GFP yeast	CIT2 TOR yeast	LAP4 TOR yeast	JMJD2C inh	AGP1 TOR yeast	GRK2 aptamer HTS	VLA-4 inh
C=CCNC(=S)N/N=C/c1ccc(-c2ccc(Cl)cc2Cl)o1	100	105	102	112	1	102	2	-8
CC(=O)N(C)c1ccc(NC(=O)Cc2cccc3ccccc23)cc1	97	97	94	106	-1	104	2	13
Cc1ccc(Nc2cc(C)nc(N3CCOCC3)n2)c(C)c1	99	95	92	81	3	88	0	15
COc1ccc(C2=C(O)C(C)N(c3ccccc3)C2=N)cc1OC (centres undefined)	96	102	99	94	7	95	4	19
O=C(NCCc1ccc(Cl)cc1)C1CC(=O)N(C2CCCCC2)C1 (centres undefined)	99	108	97	99	-1	107	8	-9
COc1cc(C(=O)N(Cc2cc3cc(C)ccc3[nH]c2=O)CC2CCCO2)cc(OC)c1OC (centres undefined)	103	104	100	100	4	101	1	-7
COC(=O)N/N=C\c1ccc(-c2cc(Cl)c(Cl)cc2Cl)o1	104	99	94	92	-15	94	0	7
Cc1sc2c(c1C)c(=O)n(-c1ccc(Cl)cc1)c(=O)n2Cc1cc(=O)n2ccccc2n1	99	101	89	93	9	93	2	17
CCOc1ccc(CNC2CCCc3ccccc32)cc1 (centres undefined)	103	101	95	91	-5	98	19	-11
O=C(OCC(=O)N1CCCC1)c1ccco1	98	100	95	100	5	99	2	4
CN(CC(=O)Nc1ccc(F)c(F)c1F)C(=O)c1ccc2c(c1)NC(=O)CS2	97	95	97	98	0	97	5	12
Cc1cc(-c2nnc(CCC(=O)NC(C)c3cccc4ccccc34)o2)no1 (centres undefined)	93	92	86	100	0	89	1	-12
CCN(C(=O)CSc1nc2c(cnn2-c2ccccc2)c(=O)[nH]1)C1CCS(=O)(=O)C1 (centres undefined)	100	91	89	97	-18	97	1	-5
Cc1ccc(OCC(=O)N2CCC(N3CC(C)CC(C)C3)CC2)cc1 (centres undefined)	97	98	92	98	-10	96	2	-1
O=C(NCc1ccccc1)c1ccc2nc(N3CCOCC3)sc2c1	99	94	93	111	-6	100	2	3
COc1ccccc1CNC(=O)CC(C)c1ccccc1 (centres undefined)	98	93	93	87	1	91	1	11
NNc1nc2cc3c(cc2s1)OCCO3	103	116	113	98	2	101	0	-7
Cc1cc(C(F)(F)F)nc(-n2cc(-c3ccccc3)nn2)n1	96	97	107	108	16	96	0	-6
CCOC(=O)CC(NC(=O)c1ccco1)c1ccc(OC)cc1 (centres undefined)	106	106	103	105	-22	112	5	-15
CN1CCN(S(=O)(=O)c2ccc(NC(=S)NC(=O)c3ccccc3)cc2)CC1	97	101	95	104	-5	102	6	10
Cc1ccc(CN2CCC(N3CC(C)OC(C)C3)CC2)cc1 (centres undefined)	104	106	99	91	-4	98	0	4
COc1ccc(CCn2c(=N)c(C(=O)NC3CCCC3)cc3c(=O)n4cccc(C)c4nc32)cc1	103	103	99	98	73	104	5	0
CC(C)CCc1noc(CN2CCC(C(=O)N3CCOCC3)CC2)n1	99	91	79	96	-2	103	0	-1
COc1ccc(CNC(=O)C2CCN(c3nn4c(=O)cc(C)nc4s3)CC2)cc1	98	97	101	104	-4	109	0	-1
COc1cc(C(=O)NC(C)c2cnn(-c3ccccc3C)c2C)cc(OC)c1OC (centres undefined)	107	108	105	89	-4	100	0	8
CC1CCN(c2ccc(-c3cccc(NC(=O)C(F)(F)F)c3)nn2)CC1	48*[may fluoresce violet]	522*[may fluoresce violet]	?	116[may fluoresce violet]	1	?	0	-6
O=C(Nc1ccccc1C(=O)N1CCCCC1)c1ccco1	105	108	102	98	-5	101	0	7
COc1cccc(C(=O)N(C)CC(=O)Nc2ccc(F)c(F)c2F)c1	104	113	99	90	-1	96	1	8
Cc1nn(-c2ccccc2)c2[nH]c(=O)c(CNCC3CCCO3)cc12 (centres undefined)	113	106	104	112	-5	105	1	3
COc1ccc(CCNC(=O)c2ccccc2C(=O)NCCc2ccc(OC)cc2)cc1	102	101	110	112	3	108	1	0
CC(=O)NC1(c2ccc(F)cc2)CCN(C(=O)c2c(F)cccc2F)CC1	94	96	98	98	3	98	0	-6
COC(=O)CCN1CCC(C(N)=O)CC1	98	103	97	95	14	102	1	7
Cc1cc(C)c(C(N)=O)c(SCC(=O)c2ccc(Cl)cc2)n1	101	98	93	101	-1	99	0	5
COc1ccc(C(=O)NC(=S)NNC(=O)CNC(=O)C2CCCCC2)cc1	98	98	102	103	7	107	4	-2
O=C(C[n+]1ccc(C(=O)NCc2ccccc2)cc1)c1ccc2c(c1)OCCO2	104	109	96	114	7	106	0	12
CC(=O)OCC(=O)[C@@]1(O)CC[C@H]2[C@@H]3CCC4=CC(=O)CC[C@]4(C)[C@H]3[C@@H](O)C[C@@]21C	104&103	94&102	91&91	105&106	8&2	94&90	0&4	25&-7
Cc1cc(NC(=O)c2cc(-c3ccc(C)s3)nc3ccccc23)no1	92	88	104	122	0	90	1	4
Cc1csc2ncnc(NNC(=O)c3ccc(Cl)cc3)c12	102	100	109	98	4	107	1	23
CCNC(=O)OCc1cn(-c2ccc(Cl)cc2)nn1	96	104	89	102	-5	99	3	0
CN(CC(=O)Nc1cccc(F)c1)C(=O)c1ccc(OCc2cn3ccccc3n2)cc1	99	100	105	110	2	101	0	4
C=C(C)Cn1c(=O)c2c(nc3n2CCN3c2cccc(Cl)c2C)n(C)c1=O	100	97	98	98	-1	101	2	-2
O=C(CSc1nccn(-c2ccc(Br)cc2)c1=O)Nc1ccccc1F	107	99	104	110	-11	113	0	-3
CCCCC(=O)Nc1ccc(N2CCCC2)cc1	95	95	89	90	-7	94	0	-17
Cc1cccc(C)c1NC(=O)C1CCCN1C(=O)Nc1cccc(F)c1 (centres undefined)	94	94	98	99	5	92	0	5
CC1CCN(S(=O)(=O)c2ccc3c(c2)N(CC(=O)NCCCN2CCCC(C)C2)C(=O)CS3)CC1 (centres undefined)	103	110	108	112	-20	113	0	8
O=C(c1ccc(CS(=O)(=O)c2ccc(Br)cc2)o1)N1CCN(c2ccc(F)cc2)CC1	95	105	92	94	?	93	5	8
Cc1c(C(=O)NCc2ccc(S(N)(=O)=O)cc2)oc2ccc(Cl)cc12	105	101	98	103	3	107	0	4
COc1ccc(CCNC(=O)NC23CC4CC(CC(C4)C2)C3)cc1	100	100	98	105	1	101	1	-8
CN(C(=O)c1ccc(Cl)c([N+](=O)[O-])c1)C1(C)CCS(=O)(=O)C1 (centres undefined)	102	101	106	94	38	111	3	8
Cc1cc(C)c(NC(=O)C2CC3CCC2C3)c(C)c1 (centres undefined)	99	97	101	91	32	100	2	6
(next part)
SMILES	RPL19A-GFP yeast	MEP2-GFP yeast	CIT2 TOR yeast	LAP4 TOR yeast	JMJD2C inh	AGP1 TOR yeast	GRK2 aptamer HTS	VLA-4 inh
CCCCS(=O)c1c(O)c2ccccc2[nH]c1=O (centres undefined)	98	100	92	105	4	99	1	-1
CC(C)CCN1CCN(Cc2cccc3cccnc23)CC1CCO (centres undefined)	94	100	102	101	-7	104	0	-2
Cc1ccc(-c2nnc3n2N=C(c2ccccc2Br)CS3)cc1	97	98	101	99	-5	105	2	-1
CCOC(=O)N1CCN(CC(O)COc2cc(C)cc(C)c2)CC1 (centres undefined)	105	106	96	103	-14	98	1	9
COc1nc(N/N=C/c2cc3c(cc2Br)OCO3)nc(N2CCOCC2)n1	101	101	105	98	-2	114	2	-1
O=C(NNC(=O)C1CC=CCC1)c1ccccc1O (centres undefined)	104	97	102	88	3	103	1	3
O=C(COC(=O)c1cc(S(=O)(=O)N2CCOCC2)ccc1F)NC1CC1	90	94	88	91	/	91	1	-6
Cc1ccc(C)c(CN2CCC(CNC(=O)Nc3cccc(Cl)c3C)CC2)c1	118	120	108	111	-1	111	0	4
O=C(O)[C@H](Cc1ccccc1)NC(=O)N1CCN(c2cccc(C(F)(F)F)c2)CC1	95	91	99	96	-10	102	2	5
Cc1cccc(N2C(=O)c3ccc(C(=O)Nc4c[nH]c(=O)[nH]c4=O)cc3C2=O)c1	97	98	98	100	-1	102	0	5

RPL19A-GFP yeast: hit marks shown above.
SMILES	RPL19A-GFP yeast	MEP2-GFP yeast	CIT2 TOR yeast	LAP4 TOR yeast	JMJD2C inh	AGP1 TOR yeast	GRK2 aptamer HTS	VLA-4 inh
CC1CCN(c2ccc(-c3cccc(NC(=O)C(F)(F)F)c3)nn2)CC1	48*[may fluoresce violet]	522*[may fluoresce violet]	?	116[may fluoresce violet]	1	?	0	-6

Remaining list, next part:
SMILES	RPL19A-GFP yeast	MEP2-GFP yeast	CIT2 TOR yeast	LAP4 TOR yeast	JMJD2C inh	AGP1 TOR yeast	GRK2 aptamer HTS	VLA-4 inh
O=C(NCC1CCN(c2ccc(S(=O)(=O)N3CCOCC3)cc2)CC1)Nc1ccccc1F	101	100	99	97	0	105	3	-3
CSc1ccccc1OCc1cc(C(=O)N2CCN(Cc3nccn3C)CC2)no1	95	99	92	91	-3	93	0	4
CC(C)CC(NS(=O)(=O)c1ccccc1)C(=O)O (centres undefined)	94	95	84	92	-1	77	1	5
CN(Cc1cccs1)C(=O)c1cccc(S(=O)(=O)N2CCCCCC2)c1	90	94	92	89	-9	91	4	14
COc1cc(CN2CCN(CC3CC3)CC2CCO)cc(OC)c1 (centres undefined)	106	113	98	103	9	99	0	-4
Cc1ccccc1-c1cc(C(=O)N2CCCC2)c2ccccc2n1	100	107	105	102	0	100	2	-5
Cc1ccc(/C=N/N=C2/NC(=O)CS2)o1	99	97	101	96	2	99	0	7
CCN(CCCNC(=O)CCn1c(=O)[nH]c2ccccc2c1=O)c1cccc(C)c1	92	97	96	89	-3	95	2	4
Cc1cc(C(=O)NCCCN2CCCC2=O)no1	103	105	100	105	24	102	0	28
CCCCOC(=O)CCc1nc2ccccc2[nH]c1=O	100	111	102	114	-4	96	7	2
CCOc1ccc(C(=O)NCCC(=O)N2CCC3(CC2)NCCc2[nH]cnc23)cc1OCC	98	100	98	96	-7	97	2	2
CC(NC(=S)NC1CCC(C(C)(C)C)CC1)c1ccccc1 (centres undefined)	111	107	86	77	-2	85	0	4
COc1ccc(-n2nnnc2SCC(=O)NC2CCS(=O)(=O)C2)cc1 (centres undefined)	98	105	104	99	9	97	0	-17
COC(=O)CC(NC(=O)c1cccs1)c1ccc(OC)c(OC)c1 (centres undefined)	93	85	95	92	1	92	0	-2
CCCOc1cccc(C2/C(=C(\O)c3ccc4c(c3)OCCO4)C(=O)C(=O)N2CCCn2ccnc2)c1 (centres undefined)	92	95	98	89	0	86	0	-5
COc1ccc(NC(=O)N2CCN(S(C)(=O)=O)CC2)cc1OC	99	90	98	90	-2	106	1	-12
CCc1nn(CC(=O)N(C)C2CCCCC2)c(=O)c2cc3cc(C)ccc3n12	108	111	105	82	-16	95	0	-15
CCOC(=O)CSc1nc(-c2ccncc2)ccc1C#N	95	99	101	96	0	81	3	12
CC(C(=O)O)n1nnc2ccccc21 (centres undefined)	101	104	98	102	-2	104	0	1
CC(C)OC(=O)c1cccnc1N1CCN(c2cccc(Cl)c2)CC1	113	106	108	111	-13	111	0	3
COc1ccc(CNS(=O)(=O)c2ccc(-c3ccc(=O)[nH]n3)o2)cc1	96	106	101	97	0	99	0	17
